# TRPC4 block: blocks the mouse TRPC4 cation channel; 0.39% of 300,000 active; B-score at 10 µM; HEK293 TRPC4beta/mu-opioid, DAMGO-evoked Fluo4 calcium flux; hits give low values; Q9QUQ5;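 active = B-score over 3 SD under the library average, no early fluorescence shift, positive overall ratio signal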
#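 Assay system: Stable TRPC4beta/mu-opioid receptor HEK293 cells | Reagent: DAMGO in two steps, submaximal then maximal | Compound dosing: Single concentration per test compound | Signal: Fluo4 Ca2+ flux fluorescence | Evaluation: Per-well B score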
# aSyn 5UTR inh: MLPCN primary screen, SNCA 5' untranslated region | inhibition, % (tested at 7.5 µM) | 0.82% of 300,000 active | alpha-synuclein 5'UTR reporter, inhibitor activity; in the data active = inhibition above about 60%; inconclusive = no clear call, values can overlap the other calls;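 note: H4 neuroglioblastoma cells stably carrying SNCA 5'UTR luciferase fusion; 0% = DMSO wells and 100% = positive control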
# MrgX1 antag: antagonists of human MrgX1 receptor. Q96LB2. MRGX1-HEK293 calcium flux, Fluo-4, BAM8-22 antagonism; hits give low values. B-score at 10 µM. 1.3% of 310,000 active;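 active = calcium-response B-score plate-corrected more than 3 library SD below zero, starting fluorescence within 5 deviations, no agonist response on first addition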;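 note: peak minus trough fluorescence over baseline after final BAM8-22 challenge near maximal dose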
# KLF5 inhibitor: suppresses KLF5 promoter-driven expression. inhibition, % at 5 µM. 0.23% of 290,000 active. DLD-1 KLF5 promoter-luciferase reporter, luminescence. AID 1700;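 active = inhibition above a per-plate limit of that plate's mean compound inhibition plus 3 SD, cut at about 60% in these data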;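 note: 0% = DMSO wells and 100% = LY294002 at 200 µM; higher means less KLF5 promoter-driven luciferase light; inactives centre near -14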
# TRPC4 act: TRPC4 (mouse) channel activation; Q9QUQ5; HEK293 TRPC4beta/mu-opioid, Fluo4 calcium fluorescence; hits give high values; B-score at 10 µM; 0.49% of 310,000 active;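 active = B-score above 5 SD of library B-scores, and initial fluorescence ratio not above library mean plus 5 SD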;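 note: positive B-score marks a calcium rise read as TRPC4 activation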
#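 System: HEK293 cells stably co-expressing mouse TRPC4beta and mu-opioid receptor; Schedule: Fluo4 dye loading 45 min at room temperature, 110 s recording; Detection: Fluo4 fluorescence, kinetic; Evaluation: B-scored integrated calcium fluorescence ratio; Controls: buffer (low) and maximal DAMGO (high).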
# HIF activator: HIF pathway transcriptional activation | U2OS HRE-luciferase reporter, luminescence; normalized: DMSO 0%, desferrioxamine 100% | activation, % at 7.5 µM (by protocol) | 0.32% of 300,000 active | AID 1910;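 active = mean activation of at least 10% of the iron chelator positive control signal, with at least half of replicates also reaching 10%; inconclusive = mean and replicate majority disagree about reaching 10%; inactive = mean and most replicates under 10%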
# TRPC6 inhibitor: mouse TRPC6 channel inhibition; Q61143; HEK293-TRPC6, membrane potential dye, ACh-evoked depolarization; hits give low values; B-score at 10 µM; 1.1% of 310,000 active; AID 2553;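 active = B-score under library mean minus 3 SD, initial fluorescence not abnormally high, positive integrated signal ratio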;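 note: B-score derived from integrated fluorescence ratio over the kinetic read; more negative B-score means stronger inhibition of depolarization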
# Target sequence (Q61143 whole entry, looked up): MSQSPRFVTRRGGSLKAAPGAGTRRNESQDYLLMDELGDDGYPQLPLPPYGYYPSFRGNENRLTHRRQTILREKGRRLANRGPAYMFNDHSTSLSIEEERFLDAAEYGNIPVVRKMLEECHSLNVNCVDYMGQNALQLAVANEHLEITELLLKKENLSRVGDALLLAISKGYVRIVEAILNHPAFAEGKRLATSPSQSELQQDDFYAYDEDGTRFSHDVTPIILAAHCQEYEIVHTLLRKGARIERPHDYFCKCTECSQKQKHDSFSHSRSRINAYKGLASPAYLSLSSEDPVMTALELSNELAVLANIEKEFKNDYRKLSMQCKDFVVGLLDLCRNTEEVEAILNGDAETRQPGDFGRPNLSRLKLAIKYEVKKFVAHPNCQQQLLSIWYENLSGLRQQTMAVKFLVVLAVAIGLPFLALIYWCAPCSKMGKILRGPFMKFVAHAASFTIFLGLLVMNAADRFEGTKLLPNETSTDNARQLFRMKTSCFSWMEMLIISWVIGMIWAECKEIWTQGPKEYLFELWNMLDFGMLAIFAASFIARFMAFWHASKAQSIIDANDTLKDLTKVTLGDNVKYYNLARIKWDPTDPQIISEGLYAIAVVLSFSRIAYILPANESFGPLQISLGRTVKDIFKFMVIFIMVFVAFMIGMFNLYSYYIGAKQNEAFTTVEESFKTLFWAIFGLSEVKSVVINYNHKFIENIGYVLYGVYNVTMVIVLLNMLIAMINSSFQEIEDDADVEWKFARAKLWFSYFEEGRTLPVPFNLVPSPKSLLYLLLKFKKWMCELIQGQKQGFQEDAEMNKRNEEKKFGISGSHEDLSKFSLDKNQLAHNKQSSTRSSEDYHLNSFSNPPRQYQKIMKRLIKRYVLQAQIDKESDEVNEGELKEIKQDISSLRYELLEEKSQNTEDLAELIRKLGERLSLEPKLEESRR
# TRPC4 PAM: allosteric potentiators of mouse TRPC4 channel; HEK293 TRPC4beta/mu-opioid, DAMGO EC20, Fluo-4 Ca2+ flux; hits give high values; 0.42% of 310,000 active; AID 2227; Q9QUQ5; B-score at 10 µM;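 active = B-score of calcium response area above 5 SD of library B-scores, with initial fluorescence ratio within 5 SD of library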;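 note: B-score of integrated fluorescence ratio over time as area under calcium response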
# IEC-6 tox: kills IEC-6 intestinal cells in KLF5 counter-screen | IEC-6 cytotoxicity, luminescence viability | inhibition, % at 5 µM | 0.78% of 290,000 active | AID 1825; in the data active = inhibition above about 22%;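 note: 0% = plate median of test compound wells and 100% = cytotoxic reference compound wells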
# TRPC6 act: mouse TRPC6 channel activation; Q61143; B-score at 10 µM; 0.13% of 310,000 active; HEK293-TRPC6 membrane potential dye fluorescence; hits give high values; AID 2550;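 active = B-score of the integrated fluorescence ratio above library mean plus 3 SD, and starting fluorescence ratio within library mean plus 5 SD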;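 note: higher score means more depolarization so channel activation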
# SKKanGAS inh: inhibitors of SKKanGAS S. pyogenes growth in kanamycin (SK-promoter or general growth effect) | BacTiter-Glo, 6 h | inhibition, % at 7.5 µM | 1.3% of 300,000 active;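 active = mean replicate score, as percent of positive control median, at least 50; inconclusive = mean below 50 but one replicate at or above 50; inactive = mean and every replicate below 50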;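 note: strain carries kanamycin resistance gene driven by streptokinase promoter and grows in 40 µg/ml kanamycin; loss of luminescence reflects streptokinase promoter inhibition or plain growth inhibition; 0% = median of DMSO wells and 100% = positive control at its reference dose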
# * hit, by the source's call; i = inactive; u = inconclusive; x = no result given. Compounds as they come, and some 5.8% of all compounds hit somewhere here.
SMILES,TRPC4 block,aSyn 5UTR inh,MrgX1 antag,KLF5 inhibitor,TRPC4 act,HIF activator,TRPC6 inhibitor,TRPC4 PAM,IEC-6 tox,TRPC6 act,SKKanGAS inh
COc1c(Br)cc(Br)cc1C(=O)O,i,17,i,-10,i,0.2,i,i,5,i,-10
O=S(=O)(Nc1cccc2ccccc12)c1ccccc1,i,17,i,-25,i,0.3,i,i,-4,i,-5
CNS(=O)(=O)c1cccc(C(=O)OCc2cc(Cl)cc3c2OCOC3)c1,i,4,i,-1,i,0.0,i,i,-4,i,15
COC(=O)c1cc(NC(=O)C2CC=CCC2C(=O)O)cc(C(=O)OC)c1 (stereo not drawn),i,10,i,-16,i,-0.5,i,i,-1,i,10
Cc1cnc(NC(=O)CN(C)S(=O)(=O)c2ccc(Cl)cc2)s1,i,7,i,-31,i,-0.1,i,i,-2,i,10
COC(=O)C1=C(C)N(c2ccc(Cl)c(Cl)c2)C(=O)C1,i,2,i,-9,i,0.8,i,i,-3,i,-1
CCOc1ccc(S(=O)(=O)NCc2ccc(F)cc2)c2cccnc12,i,18,i,-10,i,-0.2,i,i,5,i,-3
O=c1oc2ccccc2cc1NCc1ccccc1O,i,-176,i,-107,i,4.0,i,i,-6,i,1
COc1ccc(C(=O)COC(=O)CN2C(=O)NC(C)(C)C2=O)cc1OC,i,14,i,-18,i,0.5,i,i,-1,i,-5
COc1ccc(COC(=O)c2cc([N+](=O)[O-])ccc2N2CCOCC2)cc1F,i,68*,i,x,i,0.9,i,i,x,i,1
O=C(Nc1ccc2c(c1)OCO2)C1CC(c2ccccc2O)=NO1 (stereo not drawn),i,-10,i,-18,i,1.0,i,i,2,i,-5
CCOC(=O)c1nc[nH]c1C,i,-15,i,-9,i,0.0,i,i,7,i,-3
N/C(=N\OC(=O)CC1CCCCC1)c1cccc(Br)c1,i,-84,i,-32,i,1.1,i,i,1,i,6
O=C(NCC1CCCN(C(=O)c2cccc(C(F)(F)F)c2)C1)c1ccc(F)cc1 (stereo not drawn),i,-14,i,-5,i,1.1,i,i,-5,i,4
O=C(Nc1nc2ccccc2[nH]1)c1cccc(Br)c1,i,-30,i,-137,i,2.7,i,i,11,i,u
Cc1cc(S(=O)(=O)N2CCN(Cc3ccccc3)CC2)c(C)s1,i,1,i,-27,i,0.2,i,i,-11,i,-7
COCC(C)n1c(C)cc(C(=O)COC(=O)/C=C/c2cccc(F)c2)c1C (stereo not drawn),i,23,i,-10,i,-0.5,i,i,-6,i,x
CN1CCN(c2ccc(Cl)cc2NC(=O)c2nn(-c3ccccc3)c(=O)c3ccccc23)CC1,i,-23,x,-14,i,-0.3,i,i,1,i,7
CC(C)=NOCC(=O)Nn1c(COc2ccccc2)nc2ccccc2c1=O,i,8,i,-25,i,0.4,i,i,2,i,-1
c1cncc(-c2nc(NCC3COc4ccccc4O3)c3ccccc3n2)c1 (stereo not drawn),i,-1,i,-35,i,-0.3,i,i,1,i,9
COc1cc(/C=N\NC(=O)c2cccnc2)ccc1OC(=O)c1ccccc1Cl,i,-5,i,-20,i,-0.2,i,i,6,i,2
Cn1c(C(=O)NCCN2CCCCCC2)cc2c(=O)n(C)c3ccccc3c21,i,-30,i,-21,i,-0.2,i,i,-7,i,-10
CN1CCN(C(=S)NC(=O)c2ccccc2Cl)CC1,i,8,i,-6,i,0.1,i,i,6,i,0
CC1(C)Cc2c(sc(NC(=O)C(C)(C)C)c2C#N)C(C)(C)N1,i,-5,i,-21,i,-0.1,i,i,2,i,4
O=C(c1ccc(-n2c(SCc3cc(F)ccc3F)nc3ccccc3c2=O)cc1)N1CCOCC1,i,27,i,-12,i,-0.1,i,i,10,i,28
CCCCn1c(SCc2cccc([N+](=O)[O-])c2)nc2ccsc2c1=O,i,44,i,-13,i,-0.4,i,i,-1,i,0
Cc1cc(NC(=O)CSc2nnc(-c3cccs3)n2N)no1,i,20,i,-4,i,-0.5,i,i,1,i,-4
O=C(Oc1c(-c2ccccc2)c(=O)n2c3c(cccc13)CC2)c1ccco1,i,-30,i,-1,i,0.9,i,i,2,i,19
Cc1ccc(C(C)NC(=O)C2CCCC2)c(C)c1 (stereo not drawn),i,-1,i,-23,i,-0.6,i,i,-6,i,3
CCOc1ncccc1C(=O)Nc1nnc(C(CC)CC)s1,i,-54,i,-16,i,0.8,i,i,2,i,7

# An excerpt from above, limited to TRPC6 act and TRPC6 inhibitor.
structure	TRPC6 act	TRPC6 inhibitor
CC1(C)Cc2c(sc(NC(=O)C(C)(C)C)c2C#N)C(C)(C)N1	i	i
O=C(c1ccc(-n2c(SCc3cc(F)ccc3F)nc3ccccc3c2=O)cc1)N1CCOCC1	i	i

# The list continues:
SMILES,TRPC4 block,aSyn 5UTR inh,MrgX1 antag,KLF5 inhibitor,TRPC4 act,HIF activator,TRPC6 inhibitor,TRPC4 PAM,IEC-6 tox,TRPC6 act,SKKanGAS inh
Cc1ccc(C(=O)O)cc1N=Cc1cc(Br)cc(Br)c1O,i,-6,i,-21,i,-1.4,i,i,-10,i,7
O=C(COc1ccccc1)Nc1ccc(S(=O)(=O)Nc2ncccn2)cc1,i,-8,i,-13,i,-0.1,i,i,5,i,2
NC(=O)Nc1ccc(C(=O)OCC(=O)N(Cc2ccccc2)C2CCS(=O)(=O)C2)cc1 (stereo not drawn),i,-45,i,-3,i,1.5,i,i,-1,i,5
Cc1ccc(NC(=O)C2CC(=O)Nc3nncn32)cc1 (stereo not drawn),i,0,i,2,i,-0.3,i,i,-7,i,x
CCC(C)C(NC(=O)C1CCC(=O)N1C(=O)OCc1ccccc1)C(=O)NC(C(=O)N1CCCC1C(N)=O)C(C)CC (stereo not drawn),i,10,i,-23,i,0.0,i,i,10,i,-1
COc1ccccc1NC(=O)CSc1nnc(C2CCCCC2)o1,i,-43,i,6,i,0.9,i,i,-2,i,2
CN(C)CCCCCN(C)Cc1cc2ccccc2o1,i,-50,i,-15,i,0.0,i,i,4,i,19
CCCCNC(=S)NNC(=O)c1cc(-c2ccncc2)nc2ccccc12,i,7,i,-11,i,-0.6,i,i,-1,i,0
O=C(CCN1C(=O)c2ccccc2S1(=O)=O)Nc1cccc(F)c1,i,-7,i,x,i,0.1,i,i,x,i,-6
Cc1ccc(NC(=O)c2ccsc2)cc1NS(C)(=O)=O,i,2,i,-18,i,1.4,i,i,5,i,1
O=C(O)CCSc1ncnc2sc(-c3ccccc3)cc12,i,88*,i,10,i,-1.5,i,i,1,i,7
O=C(O)COc1ccc(S(=O)(=O)c2ccc(OCC(=O)O)cc2)cc1,i,-1,i,-2,i,-0.5,i,i,-7,i,-6
Cc1cc(=O)oc2ccc(OCc3ccccc3)cc12,i,-7,i,-19,i,-30,i,i,0,i,-2
CCN1CCCC1CN(Cc1cc2ccc(C)c(C)c2[nH]c1=O)C(=O)Nc1ccccc1OC (stereo not drawn),i,-8,i,-19,i,-0.6,i,i,3,i,-20
Cc1ccc(NC(=O)c2ccc(-c3nn(C)c(=O)c4ccccc34)cc2)cc1,i,1,i,-6,i,-0.6,i,i,0,i,-6
O=c1oc2ccccc2c2c1C(c1ccc(Cl)cc1)Nc1ccc3ccccc3c1-2 (stereo not drawn),i,-4,i,-10,i,-1.2,i,i,1,i,33
O=C1CC(c2ccc(S(=O)(=O)NC3CC3)cc2)CN1 (stereo not drawn),i,-9,i,-28,i,0.1,i,i,-3,i,0
CCOc1ccc(N2C(=O)CC(Sc3ccccc3C(=O)O)C2=O)c([N+](=O)[O-])c1 (stereo not drawn),i,23,i,-29,i,-1.0,i,i,-3,i,x
CCN(CC)S(=O)(=O)c1ccc(OC)c(NC(=O)COc2ccc3c(C)cc(=O)oc3c2)c1,i,19,i,-10,i,0.2,i,i,1,i,3
CCC1CCCCN1S(=O)(=O)c1ccc(S(=O)(=O)N(Cc2cccs2)C2CC2)cc1 (stereo not drawn),i,0,i,-23,i,-0.6,i,i,3,i,1
COc1cc(/C=N/NC(=O)C2CCN(CC(O)COCc3ccccc3)CC2)ccc1O (stereo not drawn),i,7,i,-18,i,0.3,i,i,-1,i,1
Cc1ccccc1C(=O)Nc1nnc(SC(C)C)s1,i,-97,i,-34,i,2.0,i,i,-6,i,15
CCOc1ccc(N(CC(=O)Nc2ccc(CC)cc2)S(=O)(=O)c2c(C)[nH]c(=O)[nH]c2=O)cc1,i,-30,i,-4,i,0.0,i,i,0,i,4
Cc1nc2ncnn2c(N2CCN(C(c3ccccc3)c3ccccc3)CC2)c1C,i,-6,i,-31,i,0.4,i,i,3,i,14
CN1CCN(NC(=O)Nc2ccc(Br)cc2)CC1,i,-65,i,-64,i,0.3,i,i,-4,i,1
COc1cc2c(cc1NC(=O)C(C)OC(=O)/C=C/c1ccc(OC(F)F)cc1)oc1ccccc12 (stereo not drawn),i,-150,i,9,i,0.7,i,i,7,i,8
O=C(Cc1coc2ccc3ccccc3c12)N1CCc2ccccc21,i,4,i,-5,i,-0.1,i,i,2,i,7
NC(=O)[C@@H]1CCCCNc2c(F)cc([N+](=O)[O-])cc2C(=O)N[C@@H](CC(=O)O)C(=O)NCC(=O)N1,i,9,i,-7,i,0.3,i,i,-3,i,-3
CCOC(=O)c1c(NC(=O)Cn2cnc([N+](=O)[O-])n2)sc2c1CCCC2,i,20,i,-26,i,-0.1,i,i,-4,i,-1
O=C(CN1CCCCC1)Nc1ccccc1,i,-4,i,-24,i,-0.2,i,i,-1,i,-1
O=C1CSC(=O)N1CC(O)COc1ccc(Cl)cc1 (stereo not drawn),i,-17,i,-28,i,-0.3,i,i,3,i,-6
CCCC[C@@H]1CNCCN1CCc1cccc2ccccc12,i,-12,i,x,i,0.6,i,i,x,i,3
O=C(CCC1CCCC1)N1CCN(S(=O)(=O)Cc2ccccc2)CC1,i,-12,i,2,i,0.0,i,i,-4,i,-11
CCO[C@H]1OC(C(=O)NCc2nc3ccccc3[nH]2)=C[C@@H](c2cn(C(C)=O)c3ccccc23)[C@@H]1CCCO,i,25,i,x,i,-0.1,i,i,x,i,13
O=C(C1CCCN(Cc2ccccc2C(F)(F)F)C1)N1CCCCC1 (stereo not drawn),i,15,i,-26,i,-15,i,i,8,i,2
Cc1nnc(NCc2ccco2)c2ccccc12,i,-17,i,19,i,0.0,i,i,6,i,-4
COc1ccc(OCCCC(=O)Oc2ccc(OC)cc2)cc1,i,30,i,-29,i,-0.1,i,i,-2,i,-3
